Source: PubChem BioAssay (The Scripps Research Institute Molecular Screening Center)
HGIII-sPLA2 inh = Inhibits HGIII-sPLA2 liposome hydrolysis, primary screen; QFRET BODIPY PC-A2 liposome hydrolysis, fluorescence; 370,000 tested, 0.56% active; inhibition, % at 12.2 µM; AID 743126;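 active = inhibition above mean plus 3 SD of compounds lying within the high and low control bounds, cut at about 19% in these data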;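 note: 0% = median of test compound wells and 100% = no enzyme DMSO wells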
hcDAF-12 act = activators of H. contortus DAF-12 nuclear receptor. activation, % at 6.8 µM. AID 652067. HEK293 hcDAF-12 lit1-tk-luc reporter, luminescence; 0% DMSO, 100% Δ7-dafachronic acid. 370,000 tested, 1.4% active;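 active = activation above the mean of all tested compounds plus 3 SD, cut at about 5.5% in these data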;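 note: 100% = response to 3 µM Δ7-dafachronic acid high control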
hgDAF-12 ag = hgDAF-12 agonism, primary luciferase screen; HEK293 GAL4-hgDAF12 UAS-luciferase reporter, agonist luminescence; normalized to butyrate control; activation, % at 6.8 µM; 370,000 tested, 1.8% active;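 active = activation above a cutoff set at the mean of all screened compounds plus 3 SD, cut at about 10% in these data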;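 note: 0% = DMSO wells and 100% = sodium butyrate wells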
PLC-beta3 inh = inhibitors of human phospholipase C beta3; Purified PLC-beta3, fluorogenic substrate, fluorescence; 370,000 tested, 0.18% active; inhibition, % at 12.2 µM; in the data active = inhibition above about 11%;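 note: 0% = median of compound wells on plate and 100% = full blocker control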
DAX1 inh-1 = inhibitors of human orphan nuclear receptor DAX1 (NR0B1). HEK293 Gal4-DAX1 luciferase reporter, luminescence. inhibition, % at 6.75 µM. 340,000 tested, 0.99% active. AID 504766;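 active = inhibition above the mean over all tested compounds plus 3 SD, cut at about 4.2% in these data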;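 note: 0% = DAX1-transfected cells with DMSO and 100% = empty-vector control cells with DMSO; inhibition shows as a rise in luminescence from relieved DAX1 repression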
ssDAF-12 act = activators of S. stercoralis DAF-12 nuclear receptor | HEK293 ssDAF-12/GRIP1 lit1-tk-luc reporter, luminescence; % of 3 µM dafachronic acid response | activation, % at 6.8 µM | 370,000 tested, 1% active;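 active = activation above the mean over all tested compounds plus 3 SD, cut at about 0.9% in these data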;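 note: 0% = DMSO-only wells and 100% = 3 µM delta7-dafachronic acid wells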
GAA850 FXN act = activators of GAA850 frataxin (FXN) promoter. HEK293 lucGAA850 FXN promoter luciferase reporter, 24 h; percent of 10 µM SAHA response. 360,000 tested, 0.56% active. activation, % at 6 µM;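 active = activation above the average of all compounds screened plus 3 SD, cutoff fixed separately per campaign, cut at about 7.5% in these data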;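 note: 0% = DMSO wells and 100% = 10 µM SAHA wells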
ADAM10 inh = inhibitors of human ADAM10 | O14672 | recombinant ADAM10, EDANS/DABCYL FRET peptide cleavage, 3 h | inhibition, % at 7 µM | 370,000 tested, 0.62% active | AID 720582;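 active = inhibition above a per-campaign cutoff equal to the mean of compounds falling between control-based bounds plus 3 SD, cut at about 20% in these data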;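 note: 0% = DMSO wells while the 100% control is not disclosed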
PLC-gamma1 inh = blocks human PLC-gamma1 enzyme activity. purified PLC-gamma1, fluorogenic substrate, fluorescence. 370,000 tested, 0.84% active. inhibition, % at 12.2 µM. P19174; in the data active = inhibition above about 9.5%
ADAM17 inh = inhibitors of human ADAM17; P78536; recombinant ADAM17, EDANS/DABCYL FRET peptide cleavage; inhibition, % at 6.95 µM; 370,000 tested, 0.83% active;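 active = inhibition above the mean of compounds lying between control limits plus 3 SD, set per campaign, cut at about 8.5% in these data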;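 note: 0% = DMSO-only wells as the low control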
DAX1 inh-2 = DAX1 (NR0B1) inhibition, primary screen; HEK293T StAR-luciferase reporter, SF-1/DAX-1 repression relief; inhibition, % at 6.8 µM; 370,000 tested, 1.1% active; AID 652010;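 active = inhibition above the mean over all tested compounds plus 3 SD, cut at about 3.6% in these data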;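 note: 0% = DAX-1 cells with DMSO and 100% = cells lacking DAX-1 with DMSO; higher inhibition means more luminescence from relief of DAX-1 repression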
An asterisk follows results filed as active. Not a hit list, and some 6.9% of all compounds hit somewhere here.

The opening 2 entries as a preview:
Cc1cc(C)n(-c2cccc(F)n2)n1 was read as HGIII-sPLA2 inh 4, hcDAF-12 act -1.1, hgDAF-12 ag -0.8, PLC-beta3 inh 2, DAX1 inh-1 0.1, ssDAF-12 act -0.7, GAA850 FXN act 1.2, ADAM10 inh 7, PLC-gamma1 inh 3, ADAM17 inh 0 and DAX1 inh-2 0.2.
Screening CN(C)c1ccc(C(CN)c2c[nH]c3ccccc23)cc1 (centres undefined) returned HGIII-sPLA2 inh 6, hcDAF-12 act 4.9, hgDAF-12 ag 3.8, PLC-beta3 inh -16, DAX1 inh-1 1.7, ssDAF-12 act -0.5, GAA850 FXN act -1.7, ADAM10 inh -3, PLC-gamma1 inh -5, ADAM17 inh -4 and DAX1 inh-2 1.0.

Main list, repeating the preview:
Cc1cc(C)n(-c2cccc(F)n2)n1 was read as HGIII-sPLA2 inh 4, hcDAF-12 act -1.1, hgDAF-12 ag -0.8, PLC-beta3 inh 2, DAX1 inh-1 0.1, ssDAF-12 act -0.7, GAA850 FXN act 1.2, ADAM10 inh 7, PLC-gamma1 inh 3, ADAM17 inh 0 and DAX1 inh-2 0.2.
Screening CN(C)c1ccc(C(CN)c2c[nH]c3ccccc23)cc1 (centres undefined) returned HGIII-sPLA2 inh 6, hcDAF-12 act 4.9, hgDAF-12 ag 3.8, PLC-beta3 inh -16, DAX1 inh-1 1.7, ssDAF-12 act -0.5, GAA850 FXN act -1.7, ADAM10 inh -3, PLC-gamma1 inh -5, ADAM17 inh -4 and DAX1 inh-2 1.0.
Screening CCN(CC(N)=O)S(=O)(=O)c1ccc(Br)cc1 returned HGIII-sPLA2 inh 0, hcDAF-12 act -3.1, hgDAF-12 ag -0.5, PLC-beta3 inh 3, DAX1 inh-1 -0.4, ssDAF-12 act 0.2, GAA850 FXN act 4.3, ADAM10 inh -4, PLC-gamma1 inh 0, ADAM17 inh -2 and DAX1 inh-2 0.0.
For COc1ccc(-c2cc(C)no2)cc1S(=O)(=O)NCCCN(C)Cc1ccccc1 the results were HGIII-sPLA2 inh -15, hcDAF-12 act -0.5, hgDAF-12 ag -2.4, PLC-beta3 inh -5, DAX1 inh-1 0.6, ssDAF-12 act -1.2, GAA850 FXN act 1.1, ADAM10 inh 1, PLC-gamma1 inh 1, ADAM17 inh -2 and DAX1 inh-2 1.4.
`O=C(c1ccccc1F)N1CCCC(c2ccccc2)C1` (centres undefined) gave HGIII-sPLA2 inh -5, hcDAF-12 act 0.2, hgDAF-12 ag -0.7, PLC-beta3 inh 2, DAX1 inh-1 -0.1, ssDAF-12 act -0.6, GAA850 FXN act 1.9, ADAM10 inh 6, PLC-gamma1 inh 2, ADAM17 inh 2 and DAX1 inh-2 -0.1.
O=C(N/N=C/c1ccccn1)c1cc(-c2ccncc2)nc2ccccc12 was read as HGIII-sPLA2 inh -2, hcDAF-12 act -0.1, hgDAF-12 ag -0.6, PLC-beta3 inh -8, DAX1 inh-1 -0.1, ssDAF-12 act -1.4, GAA850 FXN act -1.6, ADAM10 inh -2, PLC-gamma1 inh -2, ADAM17 inh -2 and DAX1 inh-2 -0.1.
Screening CCCC/C(O)=C/c1nc2ccccc2[nH]c1=O returned HGIII-sPLA2 inh 3, hcDAF-12 act -2.1, hgDAF-12 ag 0.2, PLC-beta3 inh -10, DAX1 inh-1 -1.1, ssDAF-12 act -1.1, GAA850 FXN act 3.3, ADAM10 inh -23, PLC-gamma1 inh -11, ADAM17 inh -10 and DAX1 inh-2 -0.3.
Cn1c(CCN2CCN(c3ccccc3)CC2)nc2cc(NC(=O)c3ccco3)ccc21 was read as HGIII-sPLA2 inh -4, hcDAF-12 act -2.6, hgDAF-12 ag -3.5, PLC-beta3 inh 2, DAX1 inh-1 -0.4, ssDAF-12 act -1.8, GAA850 FXN act 1.2, ADAM10 inh -13, PLC-gamma1 inh 0, ADAM17 inh 3 and DAX1 inh-2 -0.7.
Screening CCOc1ccc(C(=O)CCC(=O)N2CCN(c3ncccn3)CC2)cc1 returned HGIII-sPLA2 inh -5, hcDAF-12 act -1.6, hgDAF-12 ag -0.5, PLC-beta3 inh -9, DAX1 inh-1 1.2, ssDAF-12 act -0.6, GAA850 FXN act 1.1, ADAM10 inh -1, PLC-gamma1 inh -3, ADAM17 inh 0 and DAX1 inh-2 0.0.
COc1ccc(OC)c(CNC(=O)C(C)n2nc(C)c3c(C)n(-c4ccccc4)nc3c2=O)c1 (centres undefined) was read as HGIII-sPLA2 inh 6, hcDAF-12 act -2.0, hgDAF-12 ag -1.8, PLC-beta3 inh -3, DAX1 inh-1 -0.7, ssDAF-12 act -1.6, GAA850 FXN act -2.1, ADAM10 inh -19, PLC-gamma1 inh 0, ADAM17 inh -5 and DAX1 inh-2 -4.9.
For CCN(CC)S(=O)(=O)c1cc(Br)ccc1OC the results were HGIII-sPLA2 inh -1, hcDAF-12 act -2.5, hgDAF-12 ag 0.0, PLC-beta3 inh 1, DAX1 inh-1 0.2, ssDAF-12 act -0.7, GAA850 FXN act 1.2, ADAM10 inh -2, PLC-gamma1 inh -1, ADAM17 inh -6 and DAX1 inh-2 -0.3.
For CC(=O)c1c(C)[nH]c(C(=O)N2CCN(S(=O)(=O)c3ccc(C)cc3C)CC2)c1C the results were HGIII-sPLA2 inh -7, hcDAF-12 act 0.2, hgDAF-12 ag -2.0, PLC-beta3 inh -8, DAX1 inh-1 0.8, ssDAF-12 act -1.2, GAA850 FXN act 0.0, ADAM10 inh 7, PLC-gamma1 inh -1, ADAM17 inh 0 and DAX1 inh-2 -0.6.
`CCOC(=O)C1(Cc2ccc(Cl)cc2)CCN(Cc2nccn2CC)CC1` gave HGIII-sPLA2 inh -9, hcDAF-12 act -0.9, hgDAF-12 ag -1.9, PLC-beta3 inh 0, DAX1 inh-1 -1.1, ssDAF-12 act -1.0, GAA850 FXN act -1.2, ADAM10 inh -2, PLC-gamma1 inh 1, ADAM17 inh -1 and DAX1 inh-2 -1.0.
Screening COc1ccccc1NC(=O)N1CCCC1C(=O)NCc1ccccc1Cl (centres undefined) returned HGIII-sPLA2 inh -3, hcDAF-12 act -0.2, hgDAF-12 ag 0.9, PLC-beta3 inh -3, DAX1 inh-1 -0.3, ssDAF-12 act -1.4, GAA850 FXN act 1.7, ADAM10 inh 1, PLC-gamma1 inh 0, ADAM17 inh 2 and DAX1 inh-2 -0.1.
COCCNC(=O)C(=O)NCC1OCCN1C(=O)c1ccc(Cl)cc1 (centres undefined) was read as HGIII-sPLA2 inh 4, hcDAF-12 act -0.3, hgDAF-12 ag -1.3, PLC-beta3 inh 0, DAX1 inh-1 -0.1, ssDAF-12 act -1.5, GAA850 FXN act 2.5, ADAM10 inh -4, PLC-gamma1 inh 1, ADAM17 inh -5 and DAX1 inh-2 -0.3.
`O=C(Nc1ccc(Br)cc1)c1cc(S(=O)(=O)Nc2ccccn2)ccc1Cl` gave HGIII-sPLA2 inh -5, hcDAF-12 act 1.0, hgDAF-12 ag 1.2, PLC-beta3 inh -1, DAX1 inh-1 0.5, ssDAF-12 act -1.4, GAA850 FXN act -1.8, ADAM10 inh 4, PLC-gamma1 inh 1, ADAM17 inh -2 and DAX1 inh-2 -0.4.
`O=C(COC(=O)Cc1cccs1)Nc1ccc(F)c(F)c1F` gave HGIII-sPLA2 inh -8, hcDAF-12 act -1.7, hgDAF-12 ag -0.6, PLC-beta3 inh 2, DAX1 inh-1 -0.7, ssDAF-12 act -0.9, GAA850 FXN act 2.8, ADAM10 inh 8, PLC-gamma1 inh -2, ADAM17 inh -1 and DAX1 inh-2 0.5.
O=C(NCCc1nc2ccccc2[nH]1)/C(=C/c1ccc2c(c1)OCO2)NC(=O)c1ccccc1 was read as HGIII-sPLA2 inh -7, hcDAF-12 act -0.9, hgDAF-12 ag -1.6, PLC-beta3 inh -5, DAX1 inh-1 -0.8, ssDAF-12 act -1.7, GAA850 FXN act -0.9, ADAM10 inh -7, PLC-gamma1 inh -2, ADAM17 inh -1 and DAX1 inh-2 -0.4.
`Clc1ccc(N=c2ssnc2Cl)cc1` gave HGIII-sPLA2 inh 9, hcDAF-12 act 0.4, hgDAF-12 ag 1.8, PLC-beta3 inh -1, DAX1 inh-1 -0.8, ssDAF-12 act -0.1, GAA850 FXN act -0.6, ADAM10 inh -8, PLC-gamma1 inh -3, ADAM17 inh -6 and DAX1 inh-2 0.3.
For COc1cccc(C(=O)c2c[nH]c(C(=O)NCCCN(C)C)c2)c1 the results were HGIII-sPLA2 inh 5, hcDAF-12 act -2.2, hgDAF-12 ag 0.5, PLC-beta3 inh 2, DAX1 inh-1 1.0, ssDAF-12 act -1.7, GAA850 FXN act 2.2, ADAM10 inh 9, PLC-gamma1 inh 1, ADAM17 inh -11 and DAX1 inh-2 -0.5.
`COc1cc(NS(=O)(=O)c2ccc(NC(=O)/C=C/c3ccc([N+](=O)[O-])cc3)cc2)ncn1` gave HGIII-sPLA2 inh -5, hcDAF-12 act -0.6, hgDAF-12 ag -1.5, PLC-beta3 inh -8, DAX1 inh-1 1.3, ssDAF-12 act -2.0, GAA850 FXN act 1.4, ADAM10 inh -5, PLC-gamma1 inh -1, ADAM17 inh -6 and DAX1 inh-2 -0.1.
`O=S(=O)(NC1=NCCC1)c1cccs1` gave HGIII-sPLA2 inh 0, hcDAF-12 act -1.0, hgDAF-12 ag -1.2, PLC-beta3 inh 1, DAX1 inh-1 1.4, ssDAF-12 act -1.3, GAA850 FXN act -0.2, ADAM10 inh 2, PLC-gamma1 inh 0, ADAM17 inh -4 and DAX1 inh-2 1.6.
For NC(=O)c1nsc(C(=O)N(c2ccc(Cl)cc2)C(C(=O)NCC2CCCO2)c2cccs2)c1N (centres undefined) the results were HGIII-sPLA2 inh -1, hcDAF-12 act -0.7, hgDAF-12 ag -1.8, PLC-beta3 inh -42, DAX1 inh-1 -0.3, ssDAF-12 act -1.0, GAA850 FXN act 2.1, ADAM10 inh -49, PLC-gamma1 inh -32, ADAM17 inh -16 and DAX1 inh-2 -0.7.
For CCOc1ccc(S(=O)(=O)NCc2ccccn2)cc1NC(=O)c1ccccc1F the results were HGIII-sPLA2 inh 7, hcDAF-12 act -0.8, hgDAF-12 ag 2.6, PLC-beta3 inh -8, DAX1 inh-1 0.6, ssDAF-12 act -1.1, GAA850 FXN act -0.1, ADAM10 inh -9, PLC-gamma1 inh -4, ADAM17 inh -2 and DAX1 inh-2 -0.5.
COc1ccc(Cl)cc1Nc1cc(C)nc2ncnn12 was read as HGIII-sPLA2 inh -1, hcDAF-12 act -0.2, hgDAF-12 ag 1.3, PLC-beta3 inh 5, DAX1 inh-1 0.8, ssDAF-12 act -0.8, GAA850 FXN act 1.0, ADAM10 inh -4, PLC-gamma1 inh 3, ADAM17 inh 1 and DAX1 inh-2 -0.1.
Screening Cc1cccc(-n2ncc3c(NCCCn4ccnc4)ncnc32)c1 returned HGIII-sPLA2 inh -14, hcDAF-12 act 4.0, hgDAF-12 ag 10, PLC-beta3 inh -1, DAX1 inh-1 0.4, ssDAF-12 act -0.5, GAA850 FXN act 2.6, ADAM10 inh 0, PLC-gamma1 inh -1, ADAM17 inh 0 and DAX1 inh-2 2.1.
